Screens as filed in PubChem BioAssay.
N370S GC: N370S glucocerebrosidase modulation, Gaucher chaperone candidate; P04062; N370S GC spleen homogenate, 4MU-glucoside fluorescence; 330,000 tested, 0.092% active; Potency, µM (titrated, usually from 59.4 µM), without a hit: top-dose activity change, negative = inhibition, most hits filed as inhibitors; AID 2101;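 further: 0% = full enzyme activity and -100% = no enzyme basal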
FEN1 inhibitor: human FEN1 inhibition. P39748. AID 588795. 390,000 tested, 0.35% active. Potency, µM (titrated, usually from 114 µM), without a hit: at the highest dose activity change, negative = inhibition, usual class: inhibitors. Recombinant FEN1 flap cleavage, fluorescence, 15 min; further: nearly all actives have a fitted effect of over 65% in size
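Compounds are tested as a concentration series against 10 nM FEN1; after a 15 min room-temperature preincubation, 50 nM substrate starts cleavage, with plate reads at 0 and 15 min. Normalized responses are fitted by a Hill equation.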
KAT2A inh: GCN5L2 (KAT2A) acetyltransferase inhibition. Potency, µM (titrated, usually from 58.9 µM), for inactives: at the highest dose activity change, negative = inhibition, hits mostly inhibitors. GCN5L2 HAT assay, ThioGlo1 CoA-SH fluorescence. 390,000 tested, 0.21% active
Target sequence (Q92830 whole entry, looked up): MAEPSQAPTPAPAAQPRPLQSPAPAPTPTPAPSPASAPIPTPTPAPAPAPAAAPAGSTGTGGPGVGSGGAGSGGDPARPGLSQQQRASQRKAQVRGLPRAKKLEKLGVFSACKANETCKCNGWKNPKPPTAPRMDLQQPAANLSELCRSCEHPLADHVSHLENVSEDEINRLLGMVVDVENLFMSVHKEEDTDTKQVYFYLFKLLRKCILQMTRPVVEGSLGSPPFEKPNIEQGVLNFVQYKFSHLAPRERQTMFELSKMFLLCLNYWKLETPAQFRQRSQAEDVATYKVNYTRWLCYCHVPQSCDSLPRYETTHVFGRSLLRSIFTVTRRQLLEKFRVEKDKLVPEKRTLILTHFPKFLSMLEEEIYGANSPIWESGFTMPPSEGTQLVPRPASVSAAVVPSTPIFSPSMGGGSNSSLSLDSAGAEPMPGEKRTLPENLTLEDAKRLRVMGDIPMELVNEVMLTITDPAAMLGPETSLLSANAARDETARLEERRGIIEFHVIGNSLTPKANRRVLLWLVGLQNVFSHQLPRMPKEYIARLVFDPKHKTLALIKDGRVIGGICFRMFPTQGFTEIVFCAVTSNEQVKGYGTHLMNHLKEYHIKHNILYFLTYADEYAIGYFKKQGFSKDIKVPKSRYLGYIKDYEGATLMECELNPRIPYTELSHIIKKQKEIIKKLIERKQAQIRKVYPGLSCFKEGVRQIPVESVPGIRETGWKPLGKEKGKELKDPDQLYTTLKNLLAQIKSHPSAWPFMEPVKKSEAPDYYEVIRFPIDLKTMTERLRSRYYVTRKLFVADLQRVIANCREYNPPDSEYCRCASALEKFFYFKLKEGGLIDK
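ThioGlo1-coupled HAT assay: 20nM GCN5L2, 70uM acetyl-CoA, 75uM H3(1-25) peptide, pH 7.5. Fluorescence read at 340/540nm at start and after 20 min at room temperature.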
* hit, by the source's call; u = inconclusive; x = no result given. The call rests on the fitted dose curve; in most records, active means well fitted curve in the direction sought with a large enough effect; inconclusive means small, poorly fitted or top-dose-only effect, or another doubt; inactive means no such curve, though single readings can be large; an effect the other way counts as inactive or inconclusive. Unless noted, on the % scale 0 is the no-effect control and ±100 the full control effect; potency means the concentration at half of the fitted maximal effect.

SMILES	FEN1 inhibitor	N370S GC	KAT2A inh
CCOC(=O)N1CCN(c2cc3nccnc3cc2F)CC1	7.8%	0.2%	-1.8%
O=C(NCC(c1cccnc1)N1CCc2ccccc21)c1ccc(Cl)cc1 (centres undefined)	3.4%	x	-3.9%
O=C(Cn1cc(C(F)(F)F)cc(Cl)c1=O)NCc1ccc(F)cc1	-4.1%	-4.1%	3.7%
O=C(CCN1CCOCC1)Nc1ccc(Cl)cc1	-3.3%	-17.1%	-1.4%
COc1cccc(-n2c(-c3cccc(F)c3)nc3c(cnn3-c3ccc(C)cc3)c2=O)c1	-19.3%	x	-10.8%
Cc1ccc(S(=O)(=O)N2CCOC2CNC(=O)C(=O)NCc2ccc(Cl)cc2)cc1 (centres undefined)	-6.2%	1.2%	-6.7%
Oc1ccc(C=Nc2ccc3ncccc3c2)c(O)c1	x	-8.8%	-6.0%
CCCN(CCC)c1ccc(C(O)c2nnc(-c3ccccc3)o2)cc1 (centres undefined)	-3.1%	-29.2%	-17.3%
CCc1ccc(NC(=O)CSc2ccnc(=O)[nH]2)cc1	-0.7%	x	-8.8%
CCOC(=O)C1=C(c2ccccc2)NC(=O)NC1c1ccc(OC)cc1OC (centres undefined)	-0.7%	u	0.2%
COc1cc(CNCCSc2nnnn2C)cc(Br)c1OCc1ccccc1F	-5.5%	-27.2%	-11.2%
O=C(NNC(=O)c1ccccc1C(=O)O)c1ccc(O)cc1	-1.5%	-18.0%	2.8%
COC(=O)/C=C1\C(=O)N(c2nc3ccc(OC)cc3s2)C(=S)N1c1ccc(F)cc1	x	0.7%	-1.3%
COc1cc(/C=C2\SC(=O)N(CC(=O)Nc3ccc(C)cc3)C2=O)cc(Cl)c1OCC(=O)O	u	-4.6%	u
CCCCNC(=O)c1onc(CSc2ccc(F)cc2)c1C(=O)O	2.6%	x	0.6%
Cc1ccc(NC(=O)CC2CCCC2)c(Br)c1	1.3%	-3.6%	-0.1%
COc1cccc(NC(=O)CCCOc2cc(=O)n(C)c3ccccc23)c1	-4.7%	4.1%	-0.2%
Nc1cc(=O)[nH]c(SCc2ccc(Cl)cc2Cl)n1	-5.1%	-7.2%	19.5%
O=C(CCN1C(=O)C2CCCCC2C1=O)Nc1ccc(F)c(F)c1F (centres undefined)	14.7%	4.9%	-11.4%
COC1C(O)C(O)C(O)C(O)C1O (centres undefined)	19.9%	11.5%	3.1%
COC(=O)C(CCSC)NC(=O)C12CC3CC(CC(C3)C1)C2 (centres undefined)	-15.6%	-3.1%	u
CCOc1ccc(CN2CCN(S(=O)(=O)c3ccc(NC(C)=O)cc3)CC2)cc1	2.3%	-25.3%	-1.0%
COc1cc(-c2n[nH]c(=S)n2-c2ccc(Br)cc2)cc(OC)c1OC	14.0%	-18.1%	-3.5%
COc1ccc(-c2cc(-c3ccc(Cl)cc3)n[nH]2)c(O)c1	6.9%	-2.0%	-0.7%
COc1ccc(/C=N/Nc2nc(=O)[nH]nc2C)cc1OC	-6.7%	-0.6%	-7.5%

One compound at a time, as listed above.
COc1ccc(-c2cc(-c3ccc(Cl)cc3)n[nH]2)c(O)c1 is entered as FEN1 inhibitor = 6.9%; N370S GC = -2.0%; KAT2A inh = -0.7%
Nc1cc(=O)[nH]c(SCc2ccc(Cl)cc2Cl)n1 is entered as FEN1 inhibitor = -5.1%; N370S GC = -7.2%; KAT2A inh = 19.5%
CCOC(=O)N1CCN(c2cc3nccnc3cc2F)CC1 is entered as FEN1 inhibitor = 7.8%; N370S GC = 0.2%; KAT2A inh = -1.8%

Next section
SMILES	FEN1 inhibitor	N370S GC	KAT2A inh
CCOC(=O)N1CCN(CC(=O)Nc2c(C(=O)OC)[nH]c3ccc(Cl)cc23)CC1	-15.4%	-11.0%	-2.1%
c1ccc(Nc2nc(-c3ccncc3)cs2)cc1	-15.9%	4.5%	-2.8%
Nc1ccc(-c2nc3cc(N)ccc3s2)cc1	-8.4%	-7.6%	0.0%
O=C(Nc1ccc2c(c1)OCO2)C(c1ccccc1)N1CCN(C(=O)c2ccco2)CC1 (centres undefined)	-4.0%	13.7%	-6.3%
CC(=O)N1c2ccc(S(=O)(=O)N(C)CC(=O)N(C)Cc3ccccc3)cc2CC1C (centres undefined)	-5.8%	3.8%	-0.4%
CCCN1C2CCCC1CC(NC(=S)NCCCOCC)C2 (centres undefined)	13.4%	0.6%	13.6%
C[C@H](CO)N1C[C@H](C)[C@@H](CN(C)C(=O)Nc2ccc3c(c2)OCO3)Oc2c(cccc2N(C)C)C1=O	18.3%	x	-4.2%
CC(C)(C)c1ccc(OCC(O)CN2CCN(c3ccccn3)CC2)cc1 (centres undefined)	-8.0%	-13.3%	-2.8%
COc1cc(C2CC(=O)c3cnc(N)nc3C2)cc(OC)c1OC (centres undefined)	4.7%	8.3%	-10.1%
COc1cccc(-c2ncc3ccccc3c2COC(=O)c2ccco2)c1	-17.4%	x	-5.6%
O=C(CN1C(=O)C2(OCCO2)c2ccccc21)c1ccc(Cl)cc1	-18.5%	11.0%	-10.0%
CCOc1ncccc1C(=O)OCc1ccc(C#N)cc1	0.5%	5.1%	3.6%
O=C(CCS(=O)(=O)c1ccc2c(c1)NC(=O)CO2)Nc1cccc(C(F)(F)F)c1	24.5%	x	-8.3%
C/C(=N\NC(=O)c1cccc(S(=O)(=O)N2CCOCC2)c1)c1cc2ccccc2o1	-6.8%	-12.8%	-12.3%
O=C1C2ON(c3ccc(Cl)cc3)C(c3ccco3)C2C(=O)N1c1ccccc1 (centres undefined)	-10.4%	-7.3%	-12.5%
CCC(C)NC(=O)CNC(=S)N(Cc1ccc(F)cc1)C1CCCCC1 (centres undefined)	4.5%	3.7%	-3.8%
CCN(CC)N=Nc1ccc(S(=O)(=O)Nc2c(C)n(C)n(-c3ccccc3)c2=O)cc1	8.5%	-1.6%	-16.5%
COc1ccc(OCc2cn3c(C)cc(C)nc3n2)cc1	6.4%	8.1%	-9.2%
CCOc1ccc(C(=O)Nc2ccc3nc(SCC(=O)N4CCc5ccccc54)sc3c2)cc1	-11.6%	x	-7.1%
COc1cc(SC)ccc1C(=O)N1CC(C)OC(C)C1 (centres undefined)	12.7%	-3.7%	u
CCOC(=O)c1c(C)[nH]c(C)c1S(=O)(=O)NCC(=O)N1CCN(c2cccc(C)c2)C(C)C1 (centres undefined)	-6.9%	x	1.0%
COCCN(Cc1cc2cc(C)ccc2nc1Cl)C(=O)Nc1ccccc1OC	1.8%	u	-1.9%
Cc1nn(-c2ccccc2)c(C)c1/C=C1\C(=O)N(C)C(=S)N1C	0.7%	-6.8%	-12.3%
Cc1ccc(S(=O)(=O)N2CCC(C(=O)NCCCN3CCCC3=O)CC2)cc1	-3.5%	x	1.1%
COc1cccc2cc(-c3csc(CCn4nc(C)cc4C)n3)c(=O)oc12	-3.2%	1.6%	-2.4%
COc1ccc(-n2c(CCC(=O)O)ccc2-c2ccc(F)cc2)c(OC)c1	1.9%	1.9%	2.8%
NS(=O)(=O)c1ccc(NC(=O)CSc2nnc(Cc3cccs3)n2-c2ccccc2)cc1	-5.9%	-1.4%	-10.1%
CCOc1ccc(/C=C(\C#N)C(=O)Nc2sc3c(c2C(=O)OC)C(C(=O)OC)CC3)cc1OC (centres undefined)	u	x	u
CC(C)CCn1c(O)c(N=NC(=O)c2ccco2)c2ccccc21	u	9.6%	-0.9%
COc1ccc(NC(=O)/C=C/c2ccccc2)c([N+](=O)[O-])c1	-3.1%	6.2%	-1.0%
COc1cccc(/C=C2/SC(=O)N(CC(=O)N3CCc4ccccc4C3)C2=O)c1OCC(=O)O	12.9%	8.9%	0.7%
Cc1nc2ccccc2n1CCC(=O)Nc1cccc(F)c1	-0.9%	-4.5%	0.2%
C[C@H](CO)N1C[C@H](C)[C@@H](CN(C)S(=O)(=O)c2cn(C)cn2)Oc2ccc(NC(=O)C3CCCCC3)cc2C1=O	-11.6%	x	-7.0%
COc1ccccc1C1CCN(C(=O)c2ccco2)CC1	5.6%	12.7%	0.0%
O=C(NNc1nc(-c2ccccc2)cs1)c1ccccc1	-2.9%	0.6%	22.3%
CC1(C)Oc2ccc(NC(=O)c3ccco3)cc2O1	0.6%	7.6%	-6.9%
CCOc1ccc(Oc2ccc(S(=O)(=O)N3CCOCC3)cc2N)cc1	-13.4%	11.1%	-5.8%
COc1ccc2c(CC(=O)N3CCN(S(=O)(=O)c4cccs4)CC3)coc2c1	-12.5%	1.0%	-3.3%
Cc1n[nH]c(C)c1CCN(C)Cc1cn(C)nc1-c1ccccc1F	-0.7%	-0.3%	-9.9%
Cc1ccc(Cl)cc1N1CCN(C(=O)CN(c2ccccc2)S(=O)(=O)N(C)C)CC1	-14.0%	12.9%	-27.8%
Cc1ccc(NC(=O)CN2C(=O)C(C)Oc3ccccc32)nc1 (centres undefined)	2.7%	23.2%	-1.7%
COc1ccc2[nH]c3c(c2c1)CCN1C(=O)C(CC(=O)NCCC2=CCCCC2)C[C@H](C(=O)N2CCOCC2)[C@@]31CCC1CCCC1 (some centres undefined)	2.0%	x	0.1%
CN1CCN(CCNC(=O)c2cnn(-c3ccc(F)cc3)c2C2CCN(C(=O)OC(C)(C)C)CC2)CC1	u	x	12.4%
S=c1[nH]nc(-c2ccco2)n1/N=C/c1ccccc1	-8.2%	-7.0%	-12.0%
Cc1c(NC(=O)CN2CCN(c3cccc(Cl)c3)CC2)c(=O)n(-c2ccccc2)n1C	16.7%	-0.2%	-13.4%
O=C(Nc1nnc(COc2ccccc2)s1)Nc1ccccc1F	8.9%	-0.9%	12.7%
CCOC(=O)CCCNC(=O)CSc1nnc(-c2ccccc2)c(-c2ccccc2)n1	6.6%	2.4%	-23.7%
CCn1c(C)nc2cc(S(=O)(=O)C(F)(F)C(F)C(F)(F)F)ccc21 (centres undefined)	6.9%	-4.6%	-1.9%
CC1CCCC(NC(=O)COC(=O)c2ccc(Br)o2)C1C (centres undefined)	-12.9%	x	0.7%
COc1ccc(CCNC(=O)C(=O)NCC(c2cccs2)S(=O)(=O)c2cccs2)cc1 (centres undefined)	-1.7%	x	-0.9%

Brought forward from above: 2 entries, followed by the next part.
SMILES	FEN1 inhibitor	N370S GC	KAT2A inh
CC1CCCC(NC(=O)COC(=O)c2ccc(Br)o2)C1C (centres undefined)	-12.9%	x	0.7%
COc1ccc(CCNC(=O)C(=O)NCC(c2cccs2)S(=O)(=O)c2cccs2)cc1 (centres undefined)	-1.7%	x	-0.9%
CN(C)C(=O)c1ccc(NC(=O)c2cccc(S(=O)(=O)N3CCCc4ccccc43)c2)cc1	6.1%	-3.1%	-3.4%
Cc1c(C(=O)Nc2ccc(Br)cc2F)oc2ccc(S(=O)(=O)N3CCCCC3)cc12	-2.0%	x	-4.1%
Cc1noc(C)c1NC(=O)Nc1cccc2c1O[C@@H](CN(C)C(=O)Nc1ccc3c(c1)OCO3)[C@@H](C)CN([C@H](C)CO)C2=O	15.0%	x	-2.0%
CC(C)Oc1ccc(S(=O)(=O)N2CCOCC2)cc1NC(=O)C1CCCCC1	-9.9%	x	1.5%
CN(C)CCCNC(=O)CC1C[C@H](C(=O)N2CCOCC2)[C@@]2(CCC3CCCC3)c3[nH]c4ccccc4c3CCN2C1=O (some centres undefined)	-3.2%	x	-1.2%
CC1(C)Cc2c(C#N)c(NCCN3CCOCC3)nc(-c3ccccc3)c2CO1	-1.8%	-4.5%	-0.9%
C=CCNC(=O)C(=O)NCC1CCCN1CC (centres undefined)	6.4%	6.4%	-10.3%
CCN1CC(CNCc2cn(-c3ccc(OC)cc3)nc2-c2ccccc2Cl)CC1=O (centres undefined)	-1.7%	-1.2%	-3.4%
Cc1cc(NCCCn2ccnc2)n2ncc(-c3ccccc3)c2n1	-16.9%	0.9%	5.4%
Cc1ccc(CN(Cc2ccccn2)C(=O)Nc2c(F)cccc2F)cc1	-2.1%	-13.3%	-2.5%
N#Cc1c(-c2ccccc2)c(-c2ccccc2)nn(CC(=O)NNC(=O)Nc2ccccc2)c1=O	-3.5%	-19.9%	-13.4%

As entered above:
Under FEN1 inhibitor, C=CCNC(=O)C(=O)NCC1CCCN1CC (centres undefined) has the entry 6.4%
Under FEN1 inhibitor, Cc1ccc(CN(Cc2ccccn2)C(=O)Nc2c(F)cccc2F)cc1 has the entry -2.1%
Under KAT2A inh, Cc1c(C(=O)Nc2ccc(Br)cc2F)oc2ccc(S(=O)(=O)N3CCCCC3)cc12 has the entry -4.1%
Under FEN1 inhibitor, CC(C)Oc1ccc(S(=O)(=O)N2CCOCC2)cc1NC(=O)C1CCCCC1 has the entry -9.9%
